# POLK inh = qHTS for Inhibitors of Polymerase Kappa | hit rate 0.53% among 400,000 | Potency, µM (top dose mostly 107 µM), without a hit: at the top dose activity, negative = inhibition, usual class: inhibitors | purified Pol kappa, fluorescent DNA synthesis assay, 10 min; note: % is set by controls: 0 for no effect and ±100 for the full control effect
# Target sequence (Q9UBT6 whole entry, looked up): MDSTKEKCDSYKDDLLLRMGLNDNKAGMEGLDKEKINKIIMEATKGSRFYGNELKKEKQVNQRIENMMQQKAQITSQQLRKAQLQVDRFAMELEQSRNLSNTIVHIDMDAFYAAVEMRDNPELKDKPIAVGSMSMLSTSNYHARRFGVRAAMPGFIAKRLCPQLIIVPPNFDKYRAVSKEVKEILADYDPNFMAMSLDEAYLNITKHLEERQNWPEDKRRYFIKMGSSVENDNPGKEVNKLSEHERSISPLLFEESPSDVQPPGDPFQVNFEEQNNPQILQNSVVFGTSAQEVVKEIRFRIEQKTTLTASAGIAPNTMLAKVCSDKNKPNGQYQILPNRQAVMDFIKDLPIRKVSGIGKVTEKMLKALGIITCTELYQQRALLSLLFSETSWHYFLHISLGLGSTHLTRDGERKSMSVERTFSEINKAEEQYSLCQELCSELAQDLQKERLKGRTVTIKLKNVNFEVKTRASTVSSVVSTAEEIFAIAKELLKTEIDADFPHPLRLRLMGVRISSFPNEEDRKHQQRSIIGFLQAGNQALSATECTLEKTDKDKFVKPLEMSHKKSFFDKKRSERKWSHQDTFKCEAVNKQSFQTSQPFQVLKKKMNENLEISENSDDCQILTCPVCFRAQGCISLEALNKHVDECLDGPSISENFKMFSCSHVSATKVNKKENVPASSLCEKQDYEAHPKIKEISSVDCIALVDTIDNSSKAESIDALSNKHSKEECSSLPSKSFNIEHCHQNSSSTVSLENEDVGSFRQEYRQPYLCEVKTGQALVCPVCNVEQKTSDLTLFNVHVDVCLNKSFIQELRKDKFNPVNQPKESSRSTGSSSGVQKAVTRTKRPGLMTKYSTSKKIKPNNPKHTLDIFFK
#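 10 nM Pol kappa was preincubated with compounds for 15 min at room temperature. Reaction started with 50 nM (final) substrate. Fluorescence read kinetically at 0 and 10 min.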
# BAZ2B inh = qHTS Assay for Inhibitors of BAZ2B; AlphaScreen BAZ2B-H3K14Ac peptide displacement; Potency, µM (doses to about 114 µM), for the others: at the highest dose activity change, negative = inhibition, hits mostly inhibitors; Bromodomain adjacent to zinc finger domain protein 2B (Homo sapiens), Q9UIF8; hit rate 4.4% among 360,000; note: % is set by controls: 0 for no effect and ±100 for the full control effect; nearly all actives have a fitted effect of over 60% in size
#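 AlphaScreen displacement: compounds (up to 110uM) incubated 30 min at room temperature with a preformed 50 nM BAZ2B/50 nM biotinylated H3K14Ac peptide complex in PBS pH 7.4 with Tween-20. Donor and acceptor beads at 10 ug/mL final added, 20 min light-protected before reading.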
# JMJD2A Tudor = qHTS Assay for Inhibitors of JMJD2A-Tudor Domain. AlphaScreen JMJD2A-Tudor / H3K4me3 peptide binding. Potency, µM (top dose mostly 114 µM), inactives show at the highest dose activity change, negative = inhibition, actives largely listed as inhibitors. Lysine-specific demethylase 4A (Homo sapiens), O75164. hit rate 4.4% among 390,000; note: % is set by controls: 0 for no effect and ±100 for the full control effect; nearly all actives have a fitted effect of over 50% in size
# G9a inh = qHTS Assay for Inhibitors of Histone Lysine Methyltransferase G9a | Potency, µM (doses to about 102 µM), for inactives: top-dose activity, negative = inhibition, actives largely listed as inhibitors | hit rate 8.8% among 350,000 | G9a H3K9 monomethylation, AlphaScreen, 2 h | Histone-lysine N-methyltransferase EHMT2 (Homo sapiens), Q96KQ7 | AID 504332, 2011; note: % is set by controls: 0 for no effect and ±100 for the full control effect; nearly all actives have a fitted effect of over 75% in size
#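 Step 1: enzyme (final 20 nM) with compound, 15 min RT. Step 2: substrate peptide 500 nM and SAM 20 uM, 2 h RT. Step 3: anti-H3K9me1 antibody and AlphaScreen beads, 10 min, then plate read.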
# Pol eta inh = qHTS for Inhibitors of Polymerase Eta; AID 588591, 2011; hit rate 1.2% among 390,000; recombinant Pol eta, fluorescent DNA replication assay; Potency, µM (titrated, usually from 114 µM), inactives show top-dose activity change, negative = inhibition, most hits filed as inhibitors; note: % is set by controls: 0 for no effect and ±100 for the full control effect
#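 Fluorescent replication assay: 50 nM final substrate added after a 15 min room-temperature compound preincubation with 10 nM enzyme. Signal taken at 0 min and again at 10 min.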
# BLM inh = qHTS Assay for Inhibitors of Bloom's syndrome helicase (BLM); Potency, µM (top dose mostly 56.1 µM), inactives show at the highest dose activity change, negative = inhibition, most hits filed as inhibitors; AID 2528, 2010; recombinant BLM DNA unwinding, fluorescence dequenching; hit rate 0.2% among 350,000; RecQ-like DNA helicase BLM (Homo sapiens), P54132;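 note: plate controls were vehicle for no effect and no enzyme for full effect; nearly all actives have a fitted effect of over 35% in size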
# POLB inh = qHTS Assay for Inhibitors of DNA Polymerase Beta. P06746. Pol beta primer extension/strand displacement, fluorescence kinetic. Potency, µM (top dose mostly 114 µM), without a hit: at the top dose activity change, negative = inhibition, most hits filed as inhibitors. hit rate 1.3% among 340,000. AID 485314, 2010; note: % is set by controls: 0 for no effect and ±100 for the full control effect
#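 Reaction started by 50 nM substrate onto compound-treated Pol beta (10 nM, 15 min preincubation, room temperature); plates read at 0 min and 10 min. Normalized concentration-effect data fitted by four-parameter Hill equation.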
# Pol iota inh = qHTS for Inhibitors of Polymerase Iota; Pol iota fluorescent replication assay, 10 min; AID 588590, 2011; DNA polymerase iota (Homo sapiens), Q9UNA4; Potency, µM (doses to about 115 µM), for inactives: at the top dose activity, negative = inhibition, usual class: inhibitors; hit rate 1% among 390,000
#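 Pol iota at 10 nM preincubated 15 min with compounds at room temperature; reaction started with fluorescent substrate, 50 nM final. Fluorescence read kinetically at 0 and 10 min; buffer-only wells as negative control.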
# APE1 inh = qHTS Assay for Inhibitors of the Human Apurinic/apyrimidinic Endonuclease 1 (APE1); Potency, µM (series often up to 65.8 µM), inactives show at the highest dose activity change, negative = inhibition, usual class: inhibitors; DNA repair nuclease/redox regulator APEX1 (Homo sapiens), P27695; AID 2517, 2012; recombinant APE1, TAMRA/BHQ-2 abasic DNA cleavage fluorescence; hit rate 0.35% among 350,000;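 note: plate controls were vehicle for no effect and reference inhibitor for full effect; nearly all actives have a fitted effect of over 55% in size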
#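 Substrate: short duplex with […] THF abasic site, 5'-TAMRA and 3'-BHQ-2, 50 nM final. APE1 at 0.75 nM, preincubated 15 min RT with compound. Fluorescence increase from first to third read measured activity.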
# Active calls of the source: *; ? = inconclusive; / = not tested or not shown; & = joins results of further samples; [ ] = another dose, or the depositor's remark. Calls come from the whole dose curve; as a rule, active = well fitted curve in the direction sought with a large enough effect; inconclusive = small, poorly fitted or top-dose-only effect, or another doubt; inactive = no such curve, though single readings can be large; an effect the other way counts as inactive or inconclusive. Potency is the fitted concentration of half-maximal effect. Not all compounds are listed, so the mix of outcomes need not match the whole.
canonical_smiles | Pol iota inh | BAZ2B inh | APE1 inh | POLK inh | Pol eta inh | G9a inh | BLM inh | POLB inh | JMJD2A Tudor
Cc1ccc(C)c(NC(=O)CCc2c(C)n(C)c3cc(-c4ccccc4C)nn3c2=O)c1 | 13% | 2% | / | -2%[60.1 µM] | -8% | 13%[59 µM] | -3% | -2% | -15%
Cc1c(OCC(=O)NC(Cc2ccc(Cl)cc2)C(=O)O)ccc2c3c(c(=O)oc12)CCC3 (stereo not given) | -1% | -2%[57.1 µM] | 69%[activator] | 15% | -5% | ? | 1% | 1% | -14%
COc1cccc(C=Nc2ccc3c(c2)CCC3)c1O | 7% | ? | 46% | -14% | 10% | -9% | -5% | 59% | ?
CCCCN1CCCCC1C(=O)Nc1c(C)cccc1C (stereo not given) | 11% | 4% | 7%&1% | 13% | 4% | -7%[59 µM] | -10% | / | -29%
CCC1=Nc2cc(C(=O)NCC3CCCO3)ccc2Sc2ccc(Br)cc21 (stereo not given) | 3% | -34% | 3% | -5% | 0% | -6%[59 µM] | 4% | 6% | -34%
Nc1ccccc1Sc1ccc(C(=O)c2ccccc2C(=O)O)cc1[N+](=O)[O-] | -14% | -35% | -2% | -5% | ? | 20µM* | -5% | -7% | ?
COc1ccc(NC(=O)C2CCC(=O)N2C(=O)OCc2ccccc2)cc1 (stereo not given) | 6% | -5%[57.1 µM] | -6% | -3% | 4% | 42% | 0% | -1% | 1%
COc1cc(O)c(C(CCN2CCOCC2)c2ccc3c(c2)OCO3)c(OC)c1 (stereo not given) | -10%&24% | -25% | 14%&-4% | -25%&3% | -18% | 18%[12.7 µM] | 2%&0% | 2% | ?
Cn1c(CNC(=O)Nc2ccccc2Cl)nnc1SCc1ccccc1 | -7% | 7% | -1% | 5% | -10% | 0% | 2% | -1% | -7%
CCOC(=O)c1ccc(NCc2nc3ccccc3[nH]2)cc1 | 25% | -12% | 1% | -8% | -13% | -1% | -5% | 1% | -18%
Cn1cc(C2CC(c3ccccc3)=NN2C(=O)c2ccccc2)c2ccccc21 (stereo not given) | -3% | ? | -5% | -16% | -13% | ? | -7% | 33% | ?
NC(=O)CSc1nc2c(sc3ccccc32)c(=O)n1CCCC(=O)NCC1CCCO1 (stereo not given) | ? | 1% | -4% | ? | -2% | -1% | 4% | 14% | -8%
CCCCOC(=O)c1ccccc1N1C(=O)C2C3CCC(C3)C2C1=O (stereo not given) | 23% | -8% | 5% | -4% | -14% | 1%[59 µM] | -3% | 8% | -6%
CC1CCCCN1C(=O)CCc1nnc(Cc2c[nH]c3ccccc23)o1 (stereo not given) | 13% | 1% | -3% | -2%[60.1 µM] | -19% | ? | -2% | 13% | -4%
O=C(COc1ccc(-c2ccccc2)cc1)N/N=C/c1cccnc1 | 24% | -17% | 56%[activator] | 0% | -21% | 11% | 0% | -22% | 8%

# In the list so far, three have an aryl methoxy group.
canonical_smiles | Pol iota inh | BAZ2B inh | APE1 inh | POLK inh | Pol eta inh | G9a inh | BLM inh | POLB inh | JMJD2A Tudor
COc1cccc(C=Nc2ccc3c(c2)CCC3)c1O | 7% | ? | 46% | -14% | 10% | -9% | -5% | 59% | ?
COc1ccc(NC(=O)C2CCC(=O)N2C(=O)OCc2ccccc2)cc1 (stereo not given) | 6% | -5%[57.1 µM] | -6% | -3% | 4% | 42% | 0% | -1% | 1%
COc1cc(O)c(C(CCN2CCOCC2)c2ccc3c(c2)OCO3)c(OC)c1 (stereo not given) | -10%&24% | -25% | 14%&-4% | -25%&3% | -18% | 18%[12.7 µM] | 2%&0% | 2% | ?

# By substructure, the entries above with a COOH group.
canonical_smiles | Pol iota inh | BAZ2B inh | APE1 inh | POLK inh | Pol eta inh | G9a inh | BLM inh | POLB inh | JMJD2A Tudor
Cc1c(OCC(=O)NC(Cc2ccc(Cl)cc2)C(=O)O)ccc2c3c(c(=O)oc12)CCC3 (stereo not given) | -1% | -2%[57.1 µM] | 69%[activator] | 15% | -5% | ? | 1% | 1% | -14%
Nc1ccccc1Sc1ccc(C(=O)c2ccccc2C(=O)O)cc1[N+](=O)[O-] | -14% | -35% | -2% | -5% | ? | 20µM* | -5% | -7% | ?

# Carrying on:
canonical_smiles | Pol iota inh | BAZ2B inh | APE1 inh | POLK inh | Pol eta inh | G9a inh | BLM inh | POLB inh | JMJD2A Tudor
Cc1cc(NCCCN(C)C)n2c(nc3ccccc32)c1C#N | 89%[activator] | -4% | -23% | -2% | -22% | ? | 4% | 3% | 6%
CCOc1cc(C=O)ccc1OCCn1c([N+](=O)[O-])cnc1C | 70%[activator] | -12% | 12% | -13% | -7% | 19% | -3% | -5% | -18%
O=C(c1ccc(CSc2ccc(Cl)cc2)cc1)N1CCOCC1 | 10% | -22% | 0% | -4% | -9% | -10% | -2% | 1% | -7%
Cc1ccc(NC(=O)CSc2nc3[nH]ncc3c(=O)[nH]2)c(C)c1 | 50%[activator] | -13% | -4% | -13% | -8% | -22% | -3% | -18% | -3%
COc1ccc(Cl)cc1NC(=O)Cn1c(=O)n(-c2ccc(C)cc2)c(=O)c2ccc(C(=O)NCc3ccccc3Cl)cc21 | 19% | / | / | -18% | 0% | 4%[59 µM] | -3% | 1% | -16%
CCn1cc2nc(SCC(=O)Nc3ccc(F)cc3F)n(Cc3ccccc3)c(=O)c2n1 | 12% | 1% | 45%[activator] | -20% | -22% | -4% | -7% | 17% | 5%
CC1CN(CCC(=O)Nc2ccccc2F)CC(C)O1 (stereo not given) | 40%[activator] | 2% | 25% | 4% | -13% | 19% | -5% | 28% | -4%
COC(=O)C(C(=O)OC)[C@@H]1C=C[C@H](C[N+](=O)[O-])N(C(C)=O)C1 | 4% | / | / | -9% | -2% | / | / | / | -4%
Cc1ccc(-c2nnn(CC(=O)N(CC(=O)NCCC(C)C)c3ccc(F)cc3)n2)cc1 | 23% | -3% | / | -14% | -14% | 8%[59 µM] | 2% | -11% | -6%

# Some of these compounds in order of heavy-atom count, highest first:
canonical_smiles | Pol iota inh | BAZ2B inh | APE1 inh | POLK inh | Pol eta inh | G9a inh | BLM inh | POLB inh | JMJD2A Tudor
CCCCOC(=O)c1ccccc1N1C(=O)C2C3CCC(C3)C2C1=O (stereo not given) | 23% | -8% | 5% | -4% | -14% | 1%[59 µM] | -3% | 8% | -6%
CCCCN1CCCCC1C(=O)Nc1c(C)cccc1C (stereo not given) | 11% | 4% | 7%&1% | 13% | 4% | -7%[59 µM] | -10% | / | -29%
CC1CN(CCC(=O)Nc2ccccc2F)CC(C)O1 (stereo not given) | 40%[activator] | 2% | 25% | 4% | -13% | 19% | -5% | 28% | -4%

# Screens deposited in PubChem BioAssay by National Center for Advancing Translational Sciences (NCATS).
